Rv3671c protease: Rv3671c serine protease inhibitors, primary screen, biochemical, fluorescence polarization, M. tuberculosis H37Rv. P9WHR9. inhibition, % at 5.96 µM. hit rate 0.048% among 320,000. AID 2606, 2010; in the data active = inhibition above about 38%;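 note: extracellular domain of Rv3671c used as enzyme; 0% = enzyme with DMSO and 100% = no enzyme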
FadD28 binding: inhibitors of FadD28 bisubstrate probe binding, primary screen, biochemical, fluorescence polarization, single point. hit rate 0.22% among 360,000. Mycobacterium tuberculosis FadD28 fatty-acid-AMP ligase. inhibition, % at 12.5 µM; in the data active = inhibition above about 8.5%, passing the limit was not always enough; inconclusive = no clear call, values can overlap the other calls
Mtb UGM inh: M. tuberculosis UGM enzyme inhibitors, primary screen, biochemical, fluorescence polarization, single point | UDP-galactopyranose mutase (Mycobacterium tuberculosis (strain ATCC 25618 / H37Rv)), … | purified UGM, fluorescence polarization probe displacement | inhibition, % at 10 µM | hit rate 0.06% among 320,000 | AID 504406, 2011; in the data active = inhibition above about 10%, passing the limit was not always enough; inconclusive = no clear call, values can overlap the other calls
Target sequence (P9WIQ1 whole entry, looked up): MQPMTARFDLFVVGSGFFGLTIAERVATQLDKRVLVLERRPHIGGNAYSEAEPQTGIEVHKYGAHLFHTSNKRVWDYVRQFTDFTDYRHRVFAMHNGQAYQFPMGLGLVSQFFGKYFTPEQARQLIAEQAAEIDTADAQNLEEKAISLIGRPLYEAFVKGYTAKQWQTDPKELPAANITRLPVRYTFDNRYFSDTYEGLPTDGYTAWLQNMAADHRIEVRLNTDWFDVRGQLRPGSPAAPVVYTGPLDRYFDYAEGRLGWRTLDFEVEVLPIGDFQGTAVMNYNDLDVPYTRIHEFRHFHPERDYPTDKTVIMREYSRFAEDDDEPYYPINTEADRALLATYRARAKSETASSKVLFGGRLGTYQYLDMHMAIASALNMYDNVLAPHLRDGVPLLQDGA
FBA Mtb inh: Mtb FBA enzyme inhibitors, primary screen, biochemical, fluorescence, strain H37Rv; Fructose-bisphosphate aldolase (Mycobacterium tuberculosis (strain ATCC 25618 / H37Rv)), …; purified M. tuberculosis FBA, fluorescence read-out; inhibition, % at 1 µM; hit rate 2.3% among 360,000; in the data active = inhibition above about 27%;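 note: 0% = vehicle and 100% = reference inhibitor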
Target sequence (P9WQA3 whole entry, looked up): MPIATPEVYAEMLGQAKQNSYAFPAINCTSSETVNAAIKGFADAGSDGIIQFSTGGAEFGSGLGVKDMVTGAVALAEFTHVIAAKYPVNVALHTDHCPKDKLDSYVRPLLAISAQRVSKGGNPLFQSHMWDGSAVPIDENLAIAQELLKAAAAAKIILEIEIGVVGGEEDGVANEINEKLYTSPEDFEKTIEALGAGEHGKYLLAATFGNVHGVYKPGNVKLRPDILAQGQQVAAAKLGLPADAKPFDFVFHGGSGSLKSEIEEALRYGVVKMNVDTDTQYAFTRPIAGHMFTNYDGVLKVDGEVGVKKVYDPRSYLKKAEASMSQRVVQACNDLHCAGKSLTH
MazF activator: activators of E. coli MazEF toxin-antitoxin RNase, primary screen, biochemical, fluorescence, uHTS | FAM/BHQ RNA-DNA oligo cleavage fluorescence, 5 h | AID 504720, 2011 | activation, % at 20 µM | hit rate 0.32% among 350,000; in the data active = activation above about 50%
Target sequence (P0AE70 whole entry, looked up): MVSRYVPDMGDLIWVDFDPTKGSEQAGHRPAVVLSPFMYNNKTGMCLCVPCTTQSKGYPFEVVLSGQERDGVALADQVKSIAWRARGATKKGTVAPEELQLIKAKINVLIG
Mtb BioA inh: M. tuberculosis BioA enzyme inhibitors, primary screen, biochemical, plate reader, single point, HTS | inhibition, % at 9.99 µM | AID 602481, 2012 | 7,8-diaminopelargonic acid synthase BioA (Mycobacterium tuberculosis) | purified M. tuberculosis BioA enzyme | hit rate 0.096% among 360,000; in the data active = inhibition above about 40%; inconclusive = no clear call, values can overlap the other calls
PrPC surface inh: inhibitors of human cell surface prion protein PrPC, primary screen, cell-based, TR-FRET | Major prion protein (Homo sapiens), P04156 | TR-FRET read-out | inhibition, % at 13.8 µM | hit rate 0.43% among 370,000; in the data active = inhibition above about 24%; note: 0% = median of the test wells and 100% = reference compound wells
GDH-TPI counter: GDH-TPI coupling enzyme inhibitors, primary screen, artefact control for M. tuberculosis FBA inhibitor project, biochemical, absorbance, full deck; hit rate 1.2% among 360,000; AID 588335, 2011; inhibition, % at 4.8 µM; GDH-TPI coupled enzyme counterscreen, NADH absorbance; in the data active = inhibition above about 30%;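 note: 0% = DMSO wells and 100% = wells lacking the enzyme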
BoNT-F LC inh: BoNT/F light chain protease inhibitors, primary screen, biochemical, flow cytometry, MLPCN library; Botulinum neurotoxin type F light chain protease (Clostridium botulinum); Multiplex microsphere protease cleavage assay; inhibition, % at 10 µM; hit rate 0.22% among 360,000; AID 588497, 2011; in the data active = inhibition above about 35%, passing the limit was not always enough; inconclusive = no clear call, values can overlap the other calls; note: plate controls were buffer without enzyme for full effect and enzyme alone for no effect
An asterisk follows results filed as active; ? = inconclusive; / = no result given; & = joins results of further samples.

structure,Rv3671c protease,FadD28 binding,Mtb UGM inh,FBA Mtb inh,MazF activator,Mtb BioA inh,PrPC surface inh,GDH-TPI counter,BoNT-F LC inh
CCC(C)[C@H](NC(=O)Nc1cccc(Br)c1)C(=O)OC (stereo partly specified),4,-2.7,0.1,1,11,/,7,3,-4
CCOCCCNC(=O)C1CCN(c2cc(C)nc3c(-c4ccc(OC)c(OC)c4)c(C)nn23)CC1,-9,-0.1,0.7,0,-2,-1.2,6,14,-5
O=C(CCNc1n[nH]c(=O)[nH]c1=O)N/N=C/c1ccc(C(F)(F)F)cc1,12,-3.2,0.3,-1,6,/,-12,1,0
COC1CCCN(C(=O)c2cccc(OC3CCN(S(C)(=O)=O)CC3)c2)C1 (stereo unspecified),-7,-3.1,-0.5,-10,6,-1.5,4,-3,3
Cc1nnsc1C(=O)NNc1ccc(C(C)(C)C)cc1,3,-2.1,2.7,1,3,0.7,-2,5,/
COc1cccc(C(=O)NCC2CCCN(C(=O)Cc3cccc(C)c3)C2)c1OC (stereo unspecified),/,0.7,/,2,1,-0.2,4,11,-5
Cc1ccccc1-c1nc(CS(=O)CC(=O)N2CCC3(CC2)OCCO3)c(C)o1 (stereo unspecified),-12,-2.2,0.1,-2,6,-2.4,-6,2,-6
Cc1cc(C)c(C(=O)N2CCCC(CNS(=O)(=O)N(C)C)C2)o1 (stereo unspecified),0,-0.2,0.0,0,5,0.0,-5,-9,-3
CC(C)NC(=O)c1cc(-c2ccc(F)cc2OC(C)C)n[nH]1,/,-3.0,/,-1,/,0.3,-2,6,0
Cc1cccc(NC(=O)CNC(=O)CSc2nnc(C(F)(F)F)n2C)c1C,3,-3.7,-0.9,2,1,-1.5,8,-3,-1
COCc1cc(=O)[nH]c(-c2csc(C)n2)n1,0,-1.7,1.2,-2,4,-0.8,1,3,?
COc1cccc(OC)c1C(=O)NNS(=O)(=O)c1ccc2ccccc2c1,/,-4.3,0.5,0,6,0.5,1,-12,-6
COc1cc(C2C(C(=O)c3ccc(C)o3)=C(O)C(=O)N2CCCn2ccnc2)cc(OC)c1OC (stereo unspecified),-2,-0.4,-2.8,0,-1,-3.0,/,9,-13
O=C(Nc1cc(S(=O)(=O)N2CCOCC2)ccc1N1CCCCC1)c1ccccc1Br,0,-1.1,-2.7,1,4,-1.9,7,-2,4
Cc1ccc(NC(=O)c2cc3ccccc3oc2=N)cc1,-5,1.2,-2.9,-2,-6,-1.2,4,3,?
COCCNC(=O)C1(C)CCCN(Cc2ccc(OCc3ccccc3)cc2)C1 (stereo unspecified),/,-3.8,/,-3,/,-0.5,6,7,-1
CN(C)CCCN(C(=O)c1ccc(S(=O)(=O)N2CCOCC2)cc1)c1nc2ccc(F)cc2s1,10,-2.1,1.4,0,2,0.1,0,1,-6
Cc1ccc(C(=O)Nc2ccccc2C(=O)Nc2ccccn2)cc1Cl,-2,-0.9,1.2,3,-5,-0.8,11,6,9
O=C(O)c1ccc(-n2c(O)c(C=C3N=c4ccccc4=N3)sc2=S)cc1,-3,2.2,0.5,-8,-32,0.5,4,27,10
COc1cc2cc(C(c3nnnn3C3CCCC3)N3CCCCCC3)c(=O)[nH]c2cc1OC (stereo unspecified),2,-1.3,3.5,10,1,/,-5,4,-4

Additional entries follow.
structure,Rv3671c protease,FadD28 binding,Mtb UGM inh,FBA Mtb inh,MazF activator,Mtb BioA inh,PrPC surface inh,GDH-TPI counter,BoNT-F LC inh
Cc1cccc(CS(=O)(=O)Cc2ccc(C(=O)NCc3ccccc3)o2)c1,9,-1.1,0.8,1,1,-0.7,7,-2,2
CS(=O)(=O)c1nc(S(=O)(=O)c2ccc(Cl)cc2)c(N2CCC(C(N)=O)CC2)s1,3,2.8,2.0,1,5,-0.6,6,11,-1
CCOC(=O)c1ccccc1NC(=S)N1CCCCC1,11,-0.5,4.7,1,4,/,-7,7,4
Cc1cc(-c2nc(C)c(C(=O)NNS(=O)(=O)c3ccc(Cl)cc3Cl)s2)no1,10,-0.8,2.8,-2,8,-1.9,-4,12,-3
C/C(CC(=O)Nc1ccc(C)c(Cl)c1)=N\NC(=O)c1ccncc1,/,-2.6,/,0,9,/,0,-3,-4
CCc1ccc(NC(=O)NCc2ccc3c(c2)OCO3)cc1,-14,-4.4,-0.9,-3,-4,-1.1,0,1,12
O=C(CSc1nnc(-c2ccc(OC(F)F)cc2)o1)N1CCOCC1,7,-2.6,4.3,1,1,-0.2,3,6,0
Cc1cccc(C(=O)OCC(=O)N2CCCCCC2)c1,1,-1.5,-0.6,2,1,1.0,-3,-1,-2
Cc1cc(C)cc(NC(=S)N(CCN(C)C)C(C)c2cccnc2)c1 (stereo unspecified),-1,-0.9,-0.9,6,2,/,0,3,0
CCOc1ccc2[nH]cc(-c3csc(N)n3)c2c1,/,-3.4,1.3,-1,9,-0.7,3,-6,?
COc1ccc(C(=O)/C=C/c2cc(C(=O)O)cc3c2OCOC3)c(O)c1,4,-2.3,0.8,-3,2,-1.0&0.3,0,17,5
COC(=O)CN(c1ccc(C)cc1)S(=O)(=O)c1ccc(F)cc1,3,-3.3,1.9,-2,11,/,9,-4,-4
COc1ccc(-c2cc(=O)oc3cc(OCC(=O)N4CCOCC4)ccc23)cc1,3,/,-0.1,6,3,/,-26,14,-11
CC(=O)N1CCC2(CC1)C/C(=N\NC(=S)Nc1ccc(C)cc1)c1cc(O)ccc1O2,1,-3.4,-0.8,4,15,2.5,-22,11,-12
O=C1CNC(c2ccccc2Cl)c2cc(Br)ccc2N1 (stereo unspecified),-5,-7.0,-0.5,-1,-1,-1.4,4,8,14
Cc1noc(C)c1CSc1ccccc1C(=O)OC(C)C(N)=O (stereo unspecified),1,/,0.5,2,7,0.1,-4,-3,-3
Cc1ccc(C(CC(=O)O)NC(=O)CN2C(=O)c3ccccc3C2=O)cc1 (stereo unspecified),8,-0.3,0.4,1,0,-1.0,-5,-9,2
COc1ccccc1Nc1c([N+](=O)[O-])cc(C)cc1[N+](=O)[O-],7,0.8,-1.1,-9,0,/,-3,4,-4
COc1ccc(-c2cn(-c3ccc(C)cc3C)c(=S)[nH]2)cc1OC,7,0.2,0.6,2,3,/,6,4,8
COc1ccc(CCNC(=O)/C(C#N)=C2\N=C(NC(=O)c3cccs3)c3ccccc32)cc1,-8,-1.5,7.4,-1,12,/,-1,18,2

Reformatted with each value named: part of the list above.
molecule: COc1ccccc1Nc1c([N+](=O)[O-])cc(C)cc1[N+](=O)[O-]
  Rv3671c protease: 7
  FadD28 binding: 0.8
  Mtb UGM inh: -1.1
  FBA Mtb inh: -9
  MazF activator: 0
  Mtb BioA inh: /
  PrPC surface inh: -3
  GDH-TPI counter: 4
  BoNT-F LC inh: -4
molecule: C/C(CC(=O)Nc1ccc(C)c(Cl)c1)=N\NC(=O)c1ccncc1
  Rv3671c protease: /
  FadD28 binding: -2.6
  Mtb UGM inh: /
  FBA Mtb inh: 0
  MazF activator: 9
  Mtb BioA inh: /
  PrPC surface inh: 0
  GDH-TPI counter: -3
  BoNT-F LC inh: -4
molecule: Cc1cccc(CS(=O)(=O)Cc2ccc(C(=O)NCc3ccccc3)o2)c1
  Rv3671c protease: 9
  FadD28 binding: -1.1
  Mtb UGM inh: 0.8
  FBA Mtb inh: 1
  MazF activator: 1
  Mtb BioA inh: -0.7
  PrPC surface inh: 7
  GDH-TPI counter: -2
  BoNT-F LC inh: 2

(further entries)
structure,Rv3671c protease,FadD28 binding,Mtb UGM inh,FBA Mtb inh,MazF activator,Mtb BioA inh,PrPC surface inh,GDH-TPI counter,BoNT-F LC inh
C/C(CC(=O)Nc1cccc(Cl)c1C)=N\NC(=O)Cc1csc(N)n1,-5,-2.9,1.0,-1,4,1.2,0,-5,-7
CC(C)(C)OC(=O)NCCc1onc(-c2cccc([N+](=O)[O-])c2)c1C(=O)O,/,-4.1,/,0,5,/,-5,8,-5
CCc1nc2ccc(N3CCN(C)CC3)cc2nc1CC,3,-5.0,0.2,3,-5,/,-5,-8,-2
Cc1cccc(C)c1OCCOC(=O)c1cccc(S(=O)(=O)N2CCOCC2)c1,-7,0.1,0.0,2,-11,-1.9,0,6,7
O=C(O)CC(C(=O)OC1CCCCC1)N1CCOCC1 (stereo unspecified),-4,-2.6,-2.0,0,2,-0.1,/,-1,12
O=c1oc2ccccc2n1Cc1cccc(Cl)c1,-2,-2.6,-1.4,-3,8,/,4,-6,?
O=c1c2ccccc2nc2n1C(CSCc1cccc(C(F)(F)F)c1)CS2 (stereo unspecified),-1,-0.3,1.4,1,12,-0.6,10,33*,2
CCc1ccc(C(=O)COC(=O)c2cccnc2Cl)cc1,1,-1.4,3.3,-1,-22,/,-1,5,-2
Cc1cccc(NC(=O)C(c2cccc([N+](=O)[O-])c2)N2CCCCC2)c1 (stereo unspecified),-1,-6.9,0.2,0,-5,-0.2,6,7,-10
CC(=O)N1C[C@H]2CON(C)[C@H]2C[C@H]1c1ccc(-c2ccc(C#N)cc2)cc1,/,-2.0,/,0,2,3.1,-2,-2,4
CC1CCN(S(=O)(=O)c2cccc(C(=O)N(Cc3ccccc3)c3ccccn3)c2)CC1,-1,-4.0,-1.4,-3,-8,/,0,3,1
CCN(C(=O)COC(=O)c1ccccc1Cc1ccccc1)c1c(N)n(Cc2ccccc2)c(=O)[nH]c1=O,/,-3.2,/,4,-1,-1.1,4,12,0
CC(C)CCc1noc(CN2CCN(CC(=O)NC(C)C)CC2)n1,0,-1.4,0.6,2,-14,-2.9,10,-2,-1
Cc1ccc2[nH]c3c(c2c1)CN(C(=O)CN1CCN(Cc2ccc4c(c2)OCO4)CC1)CC3,1,-11,2.7,-1,6,-1.8,-10,-1,-14
COc1ccc(N2CC(C(=O)OCC(=O)Nc3cccc(C)c3)CC2=O)cc1 (stereo unspecified),4,0.1,-1.3,-1,-35,2.8,-4,-5,10
CN(CCC(=O)Nc1ccc(Br)cc1)Cc1ccccc1,-4,-2.7,0.7,1,-3,3.3,/,3,-6
COc1ccc(C(=O)N2CCc3cc(OC)c(OC)cc3C2c2ccc(OC)c(OC)c2)cc1OC (stereo unspecified),/,-0.9,1.7,1,5,5.3,0,2,-7
O=C(OCc1nnc(-c2cccs2)o1)C1=NN(c2ccccc2)C(=O)CC1,-2,-2.8,-2.8,2,0,0.3,-7,1,?
Cc1cccc(C)c1OCC(=O)Nc1ccc(NC(=O)c2ccco2)cc1,3,-3.4,-0.4,0,19,0.2,0,-1,-1

Screening data: PubChem BioAssay, several laboratories
